# Screening data deposited in PubChem BioAssay by National Center for Advancing Translational Sciences (NCATS).
# TRHR PAM: qHTS for Small Molecule Agonists and Allosteric Enhancers of Human TRH Receptor: Primary Screen for Enhancers; Thyrotropin-releasing hormone receptor (Homo sapiens), P34981; TRHR cells, fluo-8 calcium fluorescence, EC20 TRH enhancement; enhancement, % at 2 µM; 360,000 tested, 0.66% active; in the data active = enhancement above about 30%; also: 0% is about no effect
#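 Enhancer read-out: after compound pinning and an initial kinetic agonist-mode read, an EC20 of TRH (10 nM final) was injected and fluo-8 calcium signal (Ex 480/Em 530) followed at 1 s/cycle for 100 cycles in TRHR-expressing cells.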
# TrxR1 substrate: qHTS Assay for Substrates of Mammalian Selenoprotein Thioredoxin Reductase 1 (TrxR1): qHTS | Thioredoxin reductase 1, cytoplasmic (Rattus norvegicus), O89049 | purified TrxR1 substrate turnover, NADPH consumption readout | Potency, µM (titrated, usually from 114 µM), for the others: at the highest dose activity change, negative = substrate turnover | 390,000 tested, 0.01% active; also: potency is read from the fitted curve at half-maximal effect; % is scaled to controls: 0 for no effect and ±100 for the full control effect; nearly all actives have a fitted effect of over 50% in size
#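 Rat TrxR1, dispensed at 90 nM, was prereduced with 400 uM NADPH (final) for 5 min at ~22 deg C, then incubated with compound 15 min before 400 uM selenite. A first-read NADPH fluorescence drop versus no-compound background flagged substrates.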
# D2 antagonist: HTS Assay for Allosteric Antagonists of the Human D2 Dopamine Receptor: Primary Screen for Antagonists. D(2) dopamine receptor (Homo sapiens), P14416. HEK293 TREx D2 cells, calcium flux, dopamine EC80. inhibition, % at 10 µM. 340,000 tested, 2% active; in the data active = inhibition above about 30%; also: 0% is about no effect
#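 Dopamine at EC80 is the agonist stimulus; test compounds precede it by 180 s. Calcium flux read kinetically in a force-coupled, inducible HEK293 T-REx D2 cell line.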
# USP1 inh: Inhibitors of USP1/UAF1: Primary Screen; Potency, µM (doses to about 57.1 µM), without a hit: at the highest dose activity change, negative = inhibition, hits mostly inhibitors; recombinant USP1/UAF1, Ub-Rhodamine cleavage fluorescence; Ubiquitin carboxyl-terminal hydrolase 1 (Homo sapiens), O94782; 390,000 tested, 0.23% active; also: potency is read from the fitted curve at half-maximal effect; % is scaled to controls: 0 for no effect and ±100 for the full control effect; nearly all actives have a fitted effect of over 60% in size; inactives centre near -12
# Target sequence (O94782 whole entry, looked up): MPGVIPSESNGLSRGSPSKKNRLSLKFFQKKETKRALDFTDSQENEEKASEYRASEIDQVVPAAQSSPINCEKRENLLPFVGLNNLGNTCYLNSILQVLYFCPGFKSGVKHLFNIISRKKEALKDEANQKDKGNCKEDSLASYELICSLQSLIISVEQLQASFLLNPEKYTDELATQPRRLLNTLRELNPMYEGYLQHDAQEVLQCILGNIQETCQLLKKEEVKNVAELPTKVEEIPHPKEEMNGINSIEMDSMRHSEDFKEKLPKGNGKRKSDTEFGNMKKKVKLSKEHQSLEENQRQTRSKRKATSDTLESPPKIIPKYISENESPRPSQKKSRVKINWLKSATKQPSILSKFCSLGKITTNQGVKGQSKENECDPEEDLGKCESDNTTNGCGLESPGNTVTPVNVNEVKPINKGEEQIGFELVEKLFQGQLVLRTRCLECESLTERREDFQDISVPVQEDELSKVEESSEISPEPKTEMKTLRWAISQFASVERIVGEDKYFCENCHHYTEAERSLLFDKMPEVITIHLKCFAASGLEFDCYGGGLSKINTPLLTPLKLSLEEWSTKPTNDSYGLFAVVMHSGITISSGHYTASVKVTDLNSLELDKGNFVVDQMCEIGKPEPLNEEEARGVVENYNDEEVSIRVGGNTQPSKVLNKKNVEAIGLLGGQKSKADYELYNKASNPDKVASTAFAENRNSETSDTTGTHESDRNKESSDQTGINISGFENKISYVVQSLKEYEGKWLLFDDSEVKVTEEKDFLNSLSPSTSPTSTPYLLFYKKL
#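 In this screen, compounds sit with the deubiquitinase complex (1nM) for 15 min at room temperature before Ub-Rho is added at 150nM final. Fluorescence rise is then followed for 6 reads every 60 seconds.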
# D2 agonist: HTS Assay for Allosteric Agonists of the Human D2 Dopamine Receptor: Primary Screen for Agonists. D(2) dopamine receptor (Homo sapiens), P14416. HEK293 T-REx D2 cells, calcium flux agonist mode. activation, % at 2 µM. 340,000 tested, 0.53% active;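 active = activation over 3 SD above normal in the single-dose calcium agonist read, cut at about 30% in these data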; also: 0% is about no effect
#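 Agonism is scored from calcium flux in a force-coupled, inducible HEK293 cell line expressing D2, read kinetically for 180 s after compound addition against dopamine controls.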
# TRHR ag: qHTS for Small Molecule Agonists and Allosteric Enhancers of Human TRH Receptor: Primary Screen for Agonists | Thyrotropin-releasing hormone receptor (Homo sapiens), P34981 | TRHR cells, calcium flux fluo-8, FDSS agonist mode | activation, % at 2 µM | 360,000 tested, 0.18% active; in the data active = activation above about 30%; also: 0% is about no effect
#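 In this calcium-flux screen, cells bearing human TRHR are dye-loaded with fluo-8, baselined for 10 cycles, then exposed to library compounds; positive kinetic calcium responses during the agonist phase mark hits, with TRH as control.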
# PI4K2A block: qHTS for small molecular inhibitors of PI4K2A; activity change, negative = inhibition, % at 76.9 µM; Phosphatidylinositol 4-kinase type 2-alpha (Homo sapiens), Q9BTU6; AID 1346378, 2018; purified PI4K2A, ADP-Glo luminescence, 1 h; hits give low values; 420,000 tested, 0.13% active; in the data active = activity change below about -50%; inconclusive = mostly about -30% to -49%;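 also: -100% = wells without enzyme as full effect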
#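 PI4K2A activity was measured by ADP-Glo luminescence: enzyme (4 ug/mL stock) and phosphatidylinositol (1.2 mM stock) in Tris pH 7.5/MgCl2/EGTA/Triton X-100 buffer were reacted with ATP (300 microM stock) for one hour at ambient temperature.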
# rTrxR1 inhibitor: qHTS Assay for Inhibitors of Mammalian Selenoprotein Thioredoxin Reductase 1 (TrxR1): qHTS; Thioredoxin reductase 1, cytoplasmic (Rattus norvegicus), O89049; recombinant rTrxR1, NADPH fluorescence consumption, selenite substrate; Potency, µM (highest dose often 114 µM), without a hit: at the highest dose activity change, negative = inhibition, actives largely listed as inhibitors; 390,000 tested, 1% active; AID 588453, 2011; also: potency is read from the fitted curve at half-maximal effect; % is scaled to controls: 0 for no effect and ±100 for the full control effect; nearly all actives have a fitted effect of over 65% in size
#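 Rat TrxR1 (90 nM in the dispensed reagent) was pre-reduced with 400 uM NADPH for 5 min at room temperature, then incubated with compound for 15 min. After 400 uM selenite was added, NADPH fluorescence (Ex 340/Em 450 nm) was followed for 8 min.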
# mIDH1 inhibitor: qHTS for Inhibitors of mutant isocitrate dehydrogenase 1 (IDH1): qHTS | Isocitrate dehydrogenase [NADP] cytoplasmic (Homo sapiens), O75874 | IDH1-R132H enzyme, NADPH consumption, diaphorase/resazurin fluorescence | Potency, µM (top dose mostly 76.6 µM), for the others: at the top dose activity change, negative = inhibition, actives largely listed as inhibitors | 390,000 tested, 0.093% active; also: potency is read from the fitted curve at half-maximal effect; % is scaled to controls: 0 for no effect and ±100 for the full control effect; nearly all actives have a fitted effect of over 65% in size
#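 IDH1-R132H (0.5 ug/mL) preincubated 30 min with compound, then NADPH (0.016 mM) and alpha-KG (2 mM) added; 80 min at RT, pH 7.5. Remaining NADPH coupled via diaphorase/resazurin to fluorescence (540/590 nm); concentration-response curves normalized to no-enzyme control.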
# An asterisk follows results filed as active; u = inconclusive; x = not tested or not shown; & = joins results of further samples; [ ] = dose if it differs, or a comment. Unless noted, calls follow the shape of the dose curve; as a rule, active = well fitted inhibition curve with a large enough effect; inconclusive = small, poorly fitted or top-dose-only effect; inactive = no such curve, though single readings can be large or run the other way.
no.	SMILES	TRHR PAM	TrxR1 substrate	D2 antagonist	USP1 inh	D2 agonist	TRHR ag	PI4K2A block	rTrxR1 inhibitor	mIDH1 inhibitor
1	CCOc1ccc(CNC(=O)Cn2c(=O)c3cccn3c3cccnc32)cc1	-9	7%	x	-13%	0.4	-0.3	-5	15%	-5%
2	CN1C(=O)Cc2cc(S(=O)(=O)N3CCN(c4cccc(Cl)c4)CC3)ccc21	-7	-7%	12	-24%	-0.1	0.6	7	2%	8%
3	Cc1nn(Cc2cccc(C(=O)N3N=C(C(F)F)CC3(O)C(F)F)c2)c(C)c1[N+](=O)[O-] (stereo not given)	-4	2%	8	-6%	2.2	0.6	2	6%	0%
4	COc1ccc(S(=O)(=O)N(Cc2ccc(OC)c(OC)c2)Cc2ccco2)cc1	-9	2%	-1	-17%	0.9	0.3	0	9%	3%
5	O=C(NCCNc1ccccc1[N+](=O)[O-])c1ccccc1F	-2	-6%	-5	-10%	-3.8	-1.6	2	17%	0%
6	C=CCOc1cccc(C2C(C(=O)c3ccc(C)o3)=C(O)C(=O)N2Cc2ccncc2)c1 (stereo not given)	1	-18%	-5	-8%	0.3	-0.6	-14	u	-4%
7	COc1ccc(NC(=O)CSc2ccccc2)c([N+](=O)[O-])c1	-5	5%	-7	-11%	-1.2	-1.6	-8	23%	7%
8	CCCCCOc1ccc(NC(=O)C(=O)NCCC2=CCCCC2)cc1	2	-3%	-14	-20%	-0.7	0.8	9	14%	7%
9	CC(=O)c1cc2c(cc1NC(=O)CCNC(=O)c1ccccc1Cl)OCO2	-1	6%	-11	1%	0.4	-0.2	-5	3%	-4%
10	CCN(CC)S(=O)(=O)c1cccc(C(=O)NC(C(=O)Nc2nnc(C3CC3)s2)C(C)C)c1 (stereo not given)	8	3%	13	-6%	0.3	-0.7	-3	-12%	-1%
11	O=C(c1cccc(Cl)c1)C1CCCN(Cc2ccc(N3CCNC3=O)cc2)C1 (stereo not given)	-1	0%	13	-26%	0.4	0.1	3	15%	3%
12	CN(C(=O)c1sc2nc(N3CCCC3)c3c(c2c1N)CC(C)(C)OC3)c1ccccc1	-4	-5%	3	-13%	-0.1	-0.9	-5	10%	u
13	CCN(CC)S(=O)(=O)c1cccc(C(=O)N[C@H](C(=O)NNC(=O)c2ccccc2)C(C)C)c1	3	-2%	1	-19%	0.2	0.4	-3	-2%	7%
14	O=C1c2c(O)cc(O)cc2O[C@@]12c1c(cc(O)c3c1O[C@H](c1ccc(O)cc1)[C@@H](O)C3)O[C@@H]2c1ccc(O)cc1	-3	-13%	-3	-27%	-0.4	0.3	-6	u	-6%
15	COc1ccc(/C(N)=N/OC(=O)Cc2cccs2)cc1	-2	7%[57.1 µM]	-8	-4%	-1.8	0.3	1	6%[57.1 µM]	21%
16	O=C(NC(=S)Nc1ccccc1)C1CCCCC1	18	-3%	-10	-14%	2.1	9.2	3	-19%	0%
17	Brc1ccc2ncnc(Nc3ccc(N4CCOCC4)cc3)c2c1	4	-5%	-11	-9%	-0.1	-0.5	-1	3%	8%
18	CCn1c(Cc2ccccc2)nnc1SCC(=O)Nc1nnc(-c2ccccc2)s1	-7	11%	11	3%	-0.5	-1.1	-1	19%	0%
19	O=C(CN1C(=O)COc2ccc(S(=O)(=O)N3CCCCCC3)cc21)NCc1ccc(F)cc1	-3&3	6%[57.1 µM]	-11	u	0.1&-1.0	-0.4&-0.5	-6&-3	11%[57.1 µM]	-1%&11%
20	COc1cccc(CN2CCNC(=O)C2CC(=O)N2CCOc3ccccc3C2)c1OC (stereo not given)	13	9%[57.1 µM]	x	u	x	-0.4	1	-39%	0%
21	CCc1ccc(NC(=O)C(=O)N/N=C(\C)CC(=O)Nc2ccccn2)cc1	16	9%	7	-9%	-1.4	0.5	4	16%	4%
22	CCC(=O)Nc1ccc(S(=O)(=O)N2CCN(c3ccc(F)cc3)CC2)cc1	6	5%	-8	-30%	-0.4	0.2	-2	13%	-3%
23	O=C(O)c1ccc(N/N=C/c2ccnc3ccccc23)cc1	2	-15%	40*	-21%	-0.3	0.8	-7	5%	19%
24	Cc1ccc(Nc2n[nH]c(C)c2[N+](=O)[O-])c(C)c1	-1	-4%	16	-18%	-1.0	0.4	-1	1%	10%
25	O=C(N/N=C\c1ccc2c(c1)OCO2)c1ccco1	1	-13%	-13	-16%	-1.0	0.4	-15	-13%	8%
26	CCOC(=O)CCn1cc(F)c(=O)n(Cc2ccccc2)c1=O	-2	-4%	-7	-1%	1.0	0.3	-1	10%	4%
27	O=C(OCn1ncc(Cl)c(Cl)c1=O)c1ccc(F)cc1	-6	x	0	x	-0.1	-0.3	x	x	x
28	CC(OC(=O)c1ccc([N+](=O)[O-])s1)C(=O)NC1CCCCC1C (stereo not given)	6	0%	-4	-6%	0.2	-0.2	-5	2%	-5%
29	C(=NN=C(NN=Cc1cccs1)NN=Cc1cccs1)c1cccs1	x	-15%[57.1 µM]	x	-26%	x	x	-17	-5%	-3%
30	COc1cc(/C=C2\CCC(C)C3=C(c4cc(OC)c(OC)c(OC)c4)C(C#N)=C(N)OC32)cc(OC)c1OC (stereo not given)	x	-8%	x	u	x	x	3	u	-13%

31	CCOC(=O)/C(=N\O)C1=NC(C)(C)Cc2ccccc21
32	Cc1onc(-c2ccccc2Cl)c1C(=O)N1CCCCC1C(=O)O (stereo not given)
33	CCc1cc(=O)oc2cc(OCC(=O)N(CC)CC)c(Cl)cc12
34	Cc1ccc(C)c(C(=O)CCC(=O)Nc2cccnc2)c1
35	COc1ccc(C2=NS(=O)(=O)N(C)C(C(=O)N3CCC(C(N)=O)CC3)=C2)cc1
36	O=C(NC1CC1)C1CCN(c2ccc(S(=O)(=O)N3CCOCC3)cc2Cl)CC1
37	Cc1ccc(S(=O)(=O)N2CCN(CC(=O)Nc3ccnn3C3CCCC3)CC2)cc1
38	CC(C)c1nc2sc3ccccc3c(=O)c2c(=O)n1Cc1ccccc1
Assay by compound | 31 | 32 | 33 | 34 | 35 | 36 | 37 | 38
TRHR PAM | 0 | -5 | -5 | 0 | 2 | 3 | -7 | -1
TrxR1 substrate | -3% | 5% | 13% | 1% | -4%[57.1 µM] | -5% | 14% | -10%
D2 antagonist | -6 | -9 | 0 | -17 | 35* | 9 | -22 | 12
USP1 inh | -5% | u | -22% | -16% | 1% | 6% | -18% | -14%
D2 agonist | 0.1 | 0.7 | 0.3 | -0.3 | 0.6 | 1.0 | -0.7 | -2.2
TRHR ag | -0.4 | 0.0 | -0.2 | -0.1 | 0.0 | 0.3 | -0.7 | 0.6
PI4K2A block | 5 | -4 | 8 | -5 | -3 | -1 | -3 | 2
rTrxR1 inhibitor | 6% | 16% | 3% | 7% | -4%[57.1 µM] | -1% | 21% | 6%
mIDH1 inhibitor | -2% | 10% | 5% | 1% | -7% | -8% | 10% | -4%

# Structural class: the entries above containing two or more sulfur atoms (three)
10	CCN(CC)S(=O)(=O)c1cccc(C(=O)NC(C(=O)Nc2nnc(C3CC3)s2)C(C)C)c1 (stereo not given)
18	CCn1c(Cc2ccccc2)nnc1SCC(=O)Nc1nnc(-c2ccccc2)s1
29	C(=NN=C(NN=Cc1cccs1)NN=Cc1cccs1)c1cccs1
Assay by compound | 10 | 18 | 29
TRHR PAM | 8 | -7 | x
TrxR1 substrate | 3% | 11% | -15%[57.1 µM]
D2 antagonist | 13 | 11 | x
USP1 inh | -6% | 3% | -26%
D2 agonist | 0.3 | -0.5 | x
TRHR ag | -0.7 | -1.1 | x
PI4K2A block | -3 | -1 | -17
rTrxR1 inhibitor | -12% | 19% | -5%
mIDH1 inhibitor | -1% | 0% | -3%

# Carrying on:
39	O=c1c2c3c(sc2nc2n1CCCC2)CCCC3
40	O=C(CSc1nnc(Cc2cccs2)n1-c1ccccc1)Nc1ccc2c(c1)OCCO2
41	Cc1nc(NC(=O)COC(=O)C(NC(=O)c2ccco2)C(C)C)c(Cl)cc1Cl (stereo not given)
42	Cc1ccc(NC(=O)CCN2CCN(CCO)CC2)cc1C
43	Cc1cc(=O)oc2cc(OCC(=O)N/N=C/c3ccccc3O)ccc12
44	O=C(Cc1ccccc1)Nc1ccc(NC(=O)Cc2ccccc2)c(Cl)c1
45	Cc1cccc2[nH]c(CN(C)C(=O)CC3C(=O)NCCN3CC(C)(C)C)nc12 (stereo not given)
Assay by compound | 39 | 40 | 41 | 42 | 43 | 44 | 45
TRHR PAM | -2 | 7 | 6 | 0 | -2 | -6 | 12
TrxR1 substrate | -7% | -6% | 7%[57.1 µM] | 1% | 12% | 4%[57.1 µM] | 4%[57.1 µM]
D2 antagonist | -9 | 14 | -8 | x | 0 | -3 | 5
USP1 inh | -10% | -1% | -25% | -1% | u | -7% | -24%
D2 agonist | -0.5 | 1.1 | -0.5 | -1.2 | 1.5 | 1.5 | 0.8
TRHR ag | -0.5 | -0.1 | -0.7 | -0.1 | 0.8 | 0.5 | -0.1
PI4K2A block | -2 | -2 | -1 | -3 | 0 | 4 | 0
rTrxR1 inhibitor | -22% | -5% | -28%[57.1 µM] | -5% | 29% | 17% | 9%[57.1 µM]
mIDH1 inhibitor | 4% | 3% | -5% | -8% | -4% | -3% | 3%
